# Tb PFK block – blocks T. brucei phosphofructokinase. T. brucei PFK, ADP-Glo luminescence. AID 485367. O15648. 330,000 compounds, 0.17% hits. Potency, µM (titrated, usually from 57.5 µM), without a hit: top-dose activity, negative = inhibition, usual class: inhibitors;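 note: potency is the fitted concentration of half-maximal effect; 0% = uninhibited 1x PFK enzyme wells and -100% = no-enzyme wells; nearly all actives have a fitted effect of over 60% in size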
#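 Compounds were pin-transferred as a titration series up to 57 uM into substrate buffer (0.5 mM F6P, 0.1 mM ATP, pH 8.0), then 1.25 nM PFK was added and reactions ran 45 min before ADP-Glo detection.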
# Giardia kill – Giardia lamblia killing; AID 540267; activity change, % at 7.66 µM, hits read low; Giardia lamblia trophozoite viability; 340,000 compounds, 0.15% hits; in the data active = activity change below about -80%; inconclusive = between about -30% and that limit;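 note: parasites exposed to compound for two days anaerobically before the ATP read; % is set by controls: 0 for no effect and ±100 for the full control effect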
#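 Compounds were tested on trophozoites seeded at 100 cells/well and held 48 hrs at 37 deg C anaerobically. An ATP-based luminescent kit measured the remaining live cells.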
# GALK inh – blocks human galactokinase activity. Potency, µM (highest dose often 57.5 µM), without a hit: top-dose activity change, negative = inhibition, hits mostly inhibitors. Purified GALK, Kinase-Glo residual ATP luminescence. AID 1868. 270,000 compounds, 0.007% hits. P51570; note: potency is the fitted concentration of half-maximal effect; % is set by controls: 0 for no effect and ±100 for the full control effect
# Target sequence (P51570 whole entry, looked up): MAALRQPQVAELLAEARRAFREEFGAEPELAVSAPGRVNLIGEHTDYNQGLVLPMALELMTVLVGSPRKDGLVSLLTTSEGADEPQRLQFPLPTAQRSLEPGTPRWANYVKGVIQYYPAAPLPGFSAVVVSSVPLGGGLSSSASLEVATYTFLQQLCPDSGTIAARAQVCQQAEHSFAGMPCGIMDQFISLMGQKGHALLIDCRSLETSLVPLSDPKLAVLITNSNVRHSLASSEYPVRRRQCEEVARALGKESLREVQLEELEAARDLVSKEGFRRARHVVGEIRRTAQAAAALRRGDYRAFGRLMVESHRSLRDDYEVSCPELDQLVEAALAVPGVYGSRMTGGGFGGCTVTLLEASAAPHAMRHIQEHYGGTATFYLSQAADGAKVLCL
#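 Compounds were pin-transferred into ATP buffer (35 uM final), then GALK plus galactose (5 nM, 100 uM final) was added. After 1 h at room temperature, Kinase-Glo Plus was added and luminescence read after 10 min.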
# Chronic BCR inh – blocks chronic active B-cell receptor signaling | ABC-DLBCL IkBa-CBG/CBR reporter, luminescence ratio, 4 h | Potency, µM (top dose mostly 46.1 µM), for the others: at the top dose ratio change, negative = lower green/red ratio, usual class: inhibitors | 340,000 compounds, 0.05% hits; active = well fitted inhibition curve with a large enough effect in the signal ratio, with a control signal flat, not every such curve was filed as active; inconclusive = small, poorly fitted or top-dose-only effect, or effect the other way, or a change in a side signal; the % refers to the signal ratio;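 note: potency is the fitted concentration of half-maximal effect; plate controls were basal doxycycline-induced cells for no effect and cells given 10 µM MG132 for full effect; MG132 reads +100%, hits lower the ratio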
#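 Compounds up to 46 uM were incubated four hours with TMD8 cells whose green CBG68 luciferase is fused to IkappaBalpha; red CBR luminescence normalised the signal, and concentration-effect curves were fitted to fusion, red and ratio data.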
# Menin MLL FP TR – inhibitors of human menin-MLL interaction, mutant MLL peptide | AID 1768 | Potency, µM (top dose mostly 61.6 µM), inactives show top-dose FP activity change, negative = inhibition, actives largely listed as inhibitors | O00255 | Menin + Texas Red MLL mutant peptide, fluorescence polarization | 270,000 compounds, 0.23% hits; active = well fitted inhibition curve with a large enough effect in the polarisation, with a control signal flat, not every such curve was filed as active; inconclusive = small, poorly fitted or top-dose-only effect, or effect the other way, or a change in a side signal; inactive = no such curve, though single readings can be large or run the other way; the % refers to the polarisation; note: potency is the fitted concentration of half-maximal effect; % of control where 0% means no effect; many of its hits are not listed in these tables
# PKM2 activator – increases activity of human pyruvate kinase M2 | purified PKM2, Kinase-Glo ATP luminescence, activation; response scale: 0% is enzyme alone, no compound | Potency, µM (series often up to 57.5 µM), without a hit: at the top dose activation, hits mostly activators | 260,000 compounds, 0.34% hits; note: potency is the fitted concentration of half-maximal effect; % is set by controls: 0 for no effect and ±100 for the full control effect; nearly all actives have a fitted effect of over 55% in size
#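 Purified hPK-M2 (>95%) run at intermediate activity with 0.1 mM ADP and 0.5 mM PEP in 50 mM imidazole pH 7.2, KCl, MgCl2; 1 h room temperature. ATP formed read by Kinase-Glo luminescence; normalized to uninhibited and no-enzyme controls.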
# Integrin act MD – activators of alpha7 integrin expression for muscular dystrophy; alpha7betagal myoblasts, beta-gal FDG fluorescence, 48 h; Potency, µM (highest dose often 38.3 µM), inactives show at the top dose activation, hits mostly activators; 350,000 compounds, 0.064% hits; AID 624291;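 note: potency is the fitted concentration of half-maximal effect; 100% = response of the positive control SU9516; nearly all actives have a fitted effect of over 60% in size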
#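 Alpha7betagal+/- myoblasts (passage 13) were plated 16-24 hr, then exposed to compounds (1:260 dilution of DMSO stock) for 48 hours at 37C. After MPER lysis, β-galactosidase reporter activity was read as FDG fluorescence (ex 480/em 540) after 30 minutes.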
# Coupling enz – inhibits coupling enzyme system, counter-screen for aldolase hits; coupling enzyme system counterscreen, AmpLite Red fluorescence; activity change, negative = inhibition, % at 58.2 µM, hits read low; 290,000 compounds, 0.67% hits; AID 2472; in the data active = activity change below about -30%; note: % is set by controls: 0 for no effect and ±100 for the full control effect
#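 First, compound is pin-transferred into glyceraldehyde-3-phosphate coupling-enzyme reagent at 57.5 uM final and held 10 min at RT. Next, substrate, coupling system and AmpLite Red are added. After 20 min RT, fluorescence (525/598 nm) is read.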
# ASM inhibitor – blocks human secretory acid sphingomyelinase. AID 504937. 340,000 compounds, 0.006% hits. Potency, µM (highest dose often 57.5 µM), for the others: top-dose activity change, negative = inhibition, actives largely listed as inhibitors. placental ASM, HMU-PC fluorogenic substrate, 60 min. P17405; note: potency is the fitted concentration of half-maximal effect
# Target sequence (P17405 47-631 limits assumed): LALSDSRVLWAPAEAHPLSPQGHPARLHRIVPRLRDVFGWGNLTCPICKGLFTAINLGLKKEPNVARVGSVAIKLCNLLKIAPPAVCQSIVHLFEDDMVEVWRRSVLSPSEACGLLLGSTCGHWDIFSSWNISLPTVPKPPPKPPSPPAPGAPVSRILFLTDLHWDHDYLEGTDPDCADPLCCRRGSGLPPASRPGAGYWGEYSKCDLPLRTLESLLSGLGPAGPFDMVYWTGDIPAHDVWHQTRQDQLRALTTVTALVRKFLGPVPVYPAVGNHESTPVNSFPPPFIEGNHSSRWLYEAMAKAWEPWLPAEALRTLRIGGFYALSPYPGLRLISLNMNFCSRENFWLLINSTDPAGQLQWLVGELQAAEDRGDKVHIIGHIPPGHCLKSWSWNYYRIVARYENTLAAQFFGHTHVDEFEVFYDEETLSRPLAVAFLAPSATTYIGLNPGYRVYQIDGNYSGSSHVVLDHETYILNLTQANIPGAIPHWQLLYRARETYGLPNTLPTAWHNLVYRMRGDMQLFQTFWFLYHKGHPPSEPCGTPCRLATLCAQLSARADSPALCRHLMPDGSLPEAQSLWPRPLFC
#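 qHTS format. ASM enzyme prepared from human placenta hydrolyses the fluorogenic substrate HMU-PC0 (9 uM final) over 60 min at 37 °C after a 10 min compound preincubation.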
# B2AR arrestin – beta2AR (human) beta-arrestin recruitment activity. P07550. beta-arrestin recruitment to beta2AR, cell-based reporter. Potency, µM (top dose mostly 46.1 µM), for inactives: at the highest dose activation, hits mostly activators. 330,000 compounds, 0.02% hits. AID 492947;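 note: potency is the fitted concentration of half-maximal effect; 0% = DMSO controls and full agonism = EC100 isoproterenol or metaproterenol; nearly all actives have a fitted effect of over 65% in size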
# PTAP TSG101 blk – blocks PTAP/TSG101 interaction to inhibit HIV-1 budding; Potency, µM (titrated, usually from 115 µM), inactives show at the highest dose activity change, negative = inhibition, actives largely listed as inhibitors; Fluorescence polarization, FITC-PTAP peptide / Tsg101 binding; Q99816; 340,000 tested, under 10 active; AID 493005; active = well fitted inhibition curve with a large enough effect in the main read-out, with a control signal flat, not every such curve was filed as active; inconclusive = small, poorly fitted or top-dose-only effect, or effect the other way, or a change in a side signal; inactive = no such curve, though single readings can be large or run the other way; note: potency is the fitted concentration of half-maximal effect; % of control where 0% means no effect
#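 FP read-out: FITC-PTAP peptide, 50 nM final, binding Tsg101 binding domain, 10 uM final; 20 min, r.t.; 10 mM HEPES pH 7.5, 0.15 M NaCl, 0.01% Tween 20, 3 mM EDTA, 0.1 mM TCEP.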
# Starred values were filed as active, the others as inactive; ? = inconclusive; . = no result given; [ ] = dose if it differs, or a comment. Unless noted, calls come from the whole dose curve; as a rule, active = well fitted curve in the direction sought with a large enough effect; inconclusive = small, poorly fitted or top-dose-only effect, or another doubt; inactive = no such curve, though single readings can be large; an effect the other way counts as inactive or inconclusive. Only part of the results is shown. The share of hits here may be higher or lower than overall.
molecule,GALK inh,PKM2 activator,Giardia kill,ASM inhibitor,Coupling enz,Tb PFK block,Chronic BCR inh,Menin MLL FP TR,B2AR arrestin,PTAP TSG101 blk,Integrin act MD
O=C1N(Cc2cccnc2)C[C@@H]2C[C@@H](c3ccc4nonc4c3)N3CCC[C@@]123,2%,-2%,11,4%,-1,0%,2%,-28%,0.0%,-7%,-10%
CS(=O)(=O)c1ccc2nc(NC(=O)CCNC(=O)c3ccccc3Cl)sc2c1,.,.,-3,-1%,.,0%,12%,.,-0.6%,-5%,-11%
CCC(=O)Nc1ccc(Cl)c(NC(=O)c2ccc([N+](=O)[O-])cc2)c1,0%,2%,-11,1%,1,3%,-5%,2%,-1.5%,-4%,1%
O=C(O)c1ccc(NC(=S)NC(=O)c2ccc3ccccc3c2)cc1,-1%,7%,-29,.,14,3%,?,-13%,-0.2%,-1%,19%
C=CCn1c(SCC(=O)NNC(=O)Nc2ccc(C)cc2)nnc1-c1ccccc1,2%,-5%,14,3%,7,1%,-3%,.,0.5%,-4%,-4%
Cc1ccc(/C=N/Nc2nc3ccccc3[nH]2)s1,1%,-10%,26,16%,-2,7%,?,19%,-1.1%,-3%,15%
CC(C)CCNC(=O)c1nn(Cc2ccccc2)c(=O)c2ccccc12,-1%,0%,23,-2%,1,-4%,?,?,0.1%,-4%,16%
Cc1ccc(S(=O)(=O)N2[C@@H](c3ccc(F)cc3)C(C(=O)O)=CC[C@H]2c2ccc3c(c2)OCO3)cc1,.,.,?,-1%,.,0%,4%,.,-0.1%,-7%,-2%
Cc1c(Br)c(C(F)(F)F)nn1CC(=O)N(C)C1CCCCC1,0%,.,15,1%,1,-4%,1%,.,0.0%,-6%,8%
COc1ccc(NC(=O)C2CCCN(S(=O)(=O)c3ccc4c(c3)CCCN4C(C)=O)C2)cc1 (centres undefined),6%,.,-3,2%,.,-7%,?,.,0.2%,-1%,1%
Cc1cccc(NC(NC(=O)Cc2ccccc2)C(Cl)(Cl)Cl)c1 (centres undefined),0%,0%,5,0%,2,3%,-1%,?,-1.7%,-1%,-15%
Cn1cnc([N+](=O)[O-])c1C(=O)Nc1cccc([N+](=O)[O-])c1,6%,5%,?,0%,-1,-2%,-5%,-3%,-0.1%,1%,5%
CCOC(=O)N1CCN(c2c(-c3ccc(C(C)C)cc3)c(=O)c2=O)CC1,-1%,1%,14,-2%,3,0%,7%,-12%,0.0%,0%,-1%
COC(=O)/C(C#N)=C/c1c(N2CCN(Cc3ccc4c(c3)OCO4)CC2)nc2c(C)cccn2c1=O,-3%,3%,-8,7%,1,0%,13%,.,0.2%,-1%,3%
O=C1C2CCCN2C(c2cccc(Br)c2)N1c1ccc(F)cc1 (centres undefined),1%,7%,-9,5%,0,4%,-3%,0%,4.0%,-2%,0%
CC(C)Cc1nc(N2CCC(C(N)=O)CC2)c2nnn(Cc3ccccc3)c2n1,3%,-7%,13,2%,4,2%,?,-1%,-1.2%,-4%,-1%
O=C(COc1ccccc1Cl)NNC(=O)c1ccc(-n2cncn2)c([N+](=O)[O-])c1,.,.,6,-1%,.,0%,0%,.,0.1%,-3%,16%
CCOC(=O)c1sc2nc(NC(=O)COc3ccccc3)sc2c1C,1%,-1%,26,434%[activator],4,3%,-1%,6%[11.7 µM],-0.2%,0%,20%
CN1C(=O)/C(=C/c2cc3c(cc2Br)OCO3)NC1=S,10%,-2%,-18,-3%,1,-1%,-1%,-7%,0.1%,-2%,-26%
O=[N+]([O-])c1cc(S(=O)(=O)C(F)(F)F)ccc1N1CCN(c2ccccc2)CC1,0%,-6%,2,-4%,0,3%,4%,3%,-0.2%,1%,10%
CN(C)C(=O)CCc1ccc2c3c([nH]c2c1)[C@]1(C)[C@@H](C(=O)N2CCOCC2)C[C@H](CC(=O)NCCN2CCOCC2)C(=O)N1CC3,.,.,?,2%,.,-1%,0%,.,-0.9%,0%,-7%
CC(=O)c1c(C)[nH]c(C(=O)Nc2cccc3ccccc23)c1C,6%,?,3,-3%,-4,-9%,-5%,-10%,0.1%,-1%,39%
CCS(=O)(=O)c1ccc2c(c1)N(S(C)(=O)=O)CC(C(=O)NC1CC1)O2 (centres undefined),.,2%,16,0%,0,-4%,-1%,-22%,-0.4%,-7%,21%
O=c1c(Cl)c(Cl)cnn1Cc1nnc(-c2ccccc2Br)o1,2%,2%,3,0%,1,-2%,?,6%,-0.3%,-3%,-67%[inhibitor]
Fc1ccccc1Nc1nc(Cl)nc(Cl)n1,-1%,2%,18,2%,-1,-8%,-7%,-3%,0.2%,-5%,8%
COC(=O)c1ccc(NC(=S)NC2CCc3ccccc32)cc1 (centres undefined),1%,0%,-24,-5%,2,-4%,14%,?,0.6%,0%,-13%
S=C1N(c2ccccc2)CN(CCN2CCOCC2)CN1c1ccccc1,1%,0%,8,5%,1,0%,?,.,-0.4%,2%,-26%
COC(=O)c1ccc(Cl)c(-c2ccc(/C=N/NC(=O)Nc3ccccc3)o2)c1,2%,5%,-3,84%[activator],-2,3%,?,4%,-0.7%,-2%,-12%
Cc1ccc(C(C)(C)C)c(SCC(=O)Nc2nnc(C)s2)c1,1%,.,-13,6%,-3,?,0%,?,-0.4%,-1%,?
CCOc1cccc(NC(=O)CSc2sc3c(O)cc(=O)[nH]c3c2C#N)c1,2%,9%,-19,-1%,0,-2%,-3%,?,-0.3%,-4%,-5%
NS(=O)(=O)c1cccc(NC(=O)c2ccno2)c1,0%,.,12,1%,1,-4%,?,-12%,-0.8%,-5%,9%
NS(=O)(=O)c1ccc(NC(=O)CSc2nc3ccccc3nc2N2CCOCC2)cc1,.,5%,13,3%,2,2%,?,30%,-1.1%,-6%,-10%
O=C(Nc1ccccc1F)N1CCC(NC(=O)C23CC4CC(CC(C4)C2)C3)CC1,-4%,-2%,1,-5%,1,0%,5%,-16%,0.5%,7%,-16%
Cc1ccc(C)c(N2CCN(C3CCCCC3NS(=O)(=O)c3ccccc3)CC2)c1 (centres undefined),7%,4%,-5,-2%,1,-10%,-3%,-13%,-1.1%,-6%,-29%
COc1cc(/C=C/c2ccc3cccc(O)c3n2)ccc1O,-1%,.,13,70%[activator],-12,2%,?,?,6.3%,-3%,-59%[inhibitor]
COC(=O)c1[nH]c2cccc(OC)c2c1NC(=O)CN1CC(C)OC(C)C1 (centres undefined),2%,5%,-9,2%,-3,-2%,?,1%,-1.0%,-5%,6%
CN1CCN(S(=O)(=O)c2cc([N+](=O)[O-])ccc2N2CCCCCC2)CC1,0%,-3%,?,-10%,0,2%,-1%,9%,-0.2%,-1%,5%
CC(=O)Nc1ccc(-c2cc(-c3ccc(NC(C)=O)cc3)nc(-c3ccc(NC(C)=O)cc3)n2)cc1,-1%,-2%,-11,57%[activator],-3,1%,2%,.,-0.7%,-2%,18%
N/C(=N\OC(=O)Cc1cccs1)c1cccc([N+](=O)[O-])c1,-2%,14%,-10,3%,2,3%,?,11%,3.0%,-3%,8%
COc1ccc(S(=O)(=O)N2CCN(Cc3ccc4c(c3)OCO4)CC2)cc1,-2%,.,25,2%,1,-4%,-5%,.,-0.6%,-7%,54%
COc1ccc(S(=O)(=O)N2CCSCC2)cc1C(N)=O,3%,1%,5,0%,2,-1%,?,-2%,-0.1%,1%,-12%
Cc1ccc(NC(=O)CSCC(=O)N=c2sccn2C)cc1,.,.,-5,0%,.,-11%,-4%,.,-0.2%,0%,9%
Cc1ccc(S(=O)(=O)N2CCCC2=O)c(C)c1N(C)S(C)(=O)=O,-1%,6%,-1,2%,-2,2%,-1%,-3%,-1.1%,2%,-51%[inhibitor]
Cc1ccc2[nH]c(=O)c(CN(CCO)C(=O)NCc3ccccc3)cc2c1,-3%,-3%,7,1%,-1,2%,-6%,12%,-0.3%,0%,-24%
O=C(CC1NC(=O)NC1=O)Nc1cccc2ccccc12 (centres undefined),0%,5%,0,3%,-18,2%,3%,?,-0.5%,-3%,-3%[7.66 µM]
CCc1nc(SCc2ccccn2)c2c(=O)n(C)c(=O)n(C)c2n1,0%,?,18,-3%,0,-4%,3%,-4%,-0.1%,-8%,-14%
CCCCCOc1ccc(CSC2=NCCN2)cc1[N+](=O)[O-],1%,16%,4,-3%,-1,4%,?,1%,-0.2%,-1%,-47%[inhibitor]
CCCCNC(=O)CN(Cc1ccco1)S(=O)(=O)c1ccc(C(C)=O)cc1,.,.,-22,1%,.,-2%,4%,.,0.1%,-1%,-19%
